# Assay outcomes as filed in PubChem.
# KCNK3 inh – human KCNK3 channel inhibition, primary screen; CHO-KCNK3 thallium flux, FluxOR fluorescence; stronger effect = lower value; 0.84% of 340,000 active; B-score at 10 µM;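 active = B-score under library mean minus 4 SD, starting fluorescence ratio at most library mean plus 5 SD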;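 note: more negative B-score means stronger inhibition of thallium flux through KCNK3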
# Target sequence (O14649 whole entry, looked up): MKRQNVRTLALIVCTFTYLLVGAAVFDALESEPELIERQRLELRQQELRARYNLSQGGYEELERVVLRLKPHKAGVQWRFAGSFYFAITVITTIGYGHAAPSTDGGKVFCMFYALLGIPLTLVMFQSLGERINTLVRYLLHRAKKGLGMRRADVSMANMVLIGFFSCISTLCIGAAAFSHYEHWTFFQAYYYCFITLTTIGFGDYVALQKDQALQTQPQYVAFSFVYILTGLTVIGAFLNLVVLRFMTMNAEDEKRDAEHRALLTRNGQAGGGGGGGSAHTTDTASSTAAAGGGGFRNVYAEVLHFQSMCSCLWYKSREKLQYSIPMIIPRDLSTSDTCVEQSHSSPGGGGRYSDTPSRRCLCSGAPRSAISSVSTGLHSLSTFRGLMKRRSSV
# KCNQ1 act – human KCNQ1 channel potentiation or activation. P51787. CHO-K1 KCNQ1, thallium flux FluxOR fluorescence; stronger effect = higher value. B-score at 10 µM. 0.35% of 310,000 active. AID 2648;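 active = fluorescence ratio B-score, a plate-corrected score, at least three library SD, with initial intensity B-score within 5 SD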
#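 assay system = KCNQ1-transfected CHO-K1 cells | medium = assay buffer with matched DMSO | probe or stimulus = depolarizing K+/Tl+ stimulus, K2SO4 and Tl2SO4 each 12.5 mM in 5x stock | dosing = single dose | incubation = dye 90 min, compound 20 min, room temperature | detection = kinetic FluxOR fluorescence, 10 s baseline plus 110 s post-stimulus | evaluation = ratio B score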
# hERG rescue – compounds protecting human hERG from proarrhythmic drug block. AID 1511. Q12809. CHO-hERG, FluxOR thallium flux, dofetilide IC70 present. activation (rescue from dofetilide block), less the hit threshold, % at 10 µM. 0.51% of 310,000 active;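 active = activation above the mean of controls blocked by dofetilide plus 5 SD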;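 note: thallium influx through hERG after potassium depolarization seen as dye fluorescence rise; in these data hits start at about 4.7%; inactives centre near -7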
# GSK3 alpha inh – human GSK-3 alpha kinase inhibition; P49840; ADP-Glo luminescence, 60 min; inhibition, % at 10 µM; 0.1% of 320,000 active; AID 2650;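 in the data active = inhibition above about 50%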;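 note: GST-tagged GSK-3 alpha with peptide substrate and 25 µM ATP; 0% = DMSO neutral wells and 100% = GW8510 positive control wells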
# Target sequence (P49840 whole entry, looked up): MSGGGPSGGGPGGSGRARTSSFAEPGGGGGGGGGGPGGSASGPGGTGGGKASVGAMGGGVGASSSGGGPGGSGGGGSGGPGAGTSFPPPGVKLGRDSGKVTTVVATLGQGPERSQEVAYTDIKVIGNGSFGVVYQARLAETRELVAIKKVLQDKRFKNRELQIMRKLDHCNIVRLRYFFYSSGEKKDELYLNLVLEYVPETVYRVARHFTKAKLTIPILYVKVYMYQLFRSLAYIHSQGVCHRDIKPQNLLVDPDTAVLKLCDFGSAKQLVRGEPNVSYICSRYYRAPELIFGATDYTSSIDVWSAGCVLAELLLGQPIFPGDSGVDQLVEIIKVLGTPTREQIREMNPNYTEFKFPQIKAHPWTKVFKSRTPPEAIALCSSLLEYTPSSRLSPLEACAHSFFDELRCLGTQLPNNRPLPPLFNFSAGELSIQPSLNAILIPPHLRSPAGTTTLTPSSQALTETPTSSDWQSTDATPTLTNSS
# DYRK1A inh – inhibitors of rat Dyrk1A kinase; 0.43% of 310,000 active; inhibition, % at 12.5 µM; AID 504441; ADP-Glo luminescence, NFATc1 peptide; in the data active = inhibition above about 50%;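 note: plate controls were vehicle with enzyme for no effect and no enzyme for full effect; many of its hits are not listed in these tables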
# KCNQ1 block – human KCNQ1 channel inhibition; P51787; CHO-K1 KCNQ1, FluxOR thallium flux fluorescence; stronger effect = higher value; B-score at 10 µM; 1.3% of 310,000 active;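 active = compounds whose thallium flux B-score, printed positive for inhibition, exceeds three library SD while starting fluorescence stays within three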;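 note: channel opened by potassium depolarization with thallium stimulus after 20 min compound exposure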
# HDAC3 inhib – blocks human histone deacetylase 3; O15379; recombinant HDAC3, fluorogenic peptide/trypsin coupled, fluorescence; inhibition, % at 8.3 µM; 0.15% of 320,000 active; AID 2718; in the data active = inhibition above about 26%, passing the limit was not always enough; inconclusive = no clear call, values can overlap the other calls
# PolyA inhibitor – inhibitors of polyadenylation in S. cerevisiae | S. cerevisiae SKY197-pL101 polyadenylation reporter, beta-gal luminescence; efflux-impaired pdr1/pdr3 knockout yeast; score 100 = 6 SD above DMSO | calls only at 12 µM | 0.02% of 300,000 active | AID 1875;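 active = lowest replicate activity score at least 50, where 100 means six control SD above control mean; inconclusive = lowest score under 50 but half or more replicates reach 50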;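 note: yeast exposed to compound for 9 h at 30 °C; higher score means more reporter readthrough which indicates perturbed polyadenylation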
# GSK3B inh – blocks human GSK3beta kinase activity; P49841; GST-GSK3beta kinase, ADP-Glo luminescence, 60 min; stronger effect = lower value; activity score (negative = inhibition), % at 10 µM; 0.038% of 300,000 active;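 active = more than half of replicate wells score below -50%, meaning over 50% inhibition versus plate controls; inconclusive = some replicates but at most half score below -50%; inactive = no replicate scores below -50%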;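 note: 0% = median DMSO wells and -100% = median GW8510 positive control wells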
#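 Assay system: GST-tagged human GSK3beta kinase, cell-free; Input: 1.6 ng GSK3beta; Medium: Tris/MgCl2 kinase buffer; Timing: 60 min enzyme reaction, room temperature; Signal: ADP-Glo luminescence quantifying ADP generated by kinase; Evaluation: score relative to plate controls; Benchmarks: DMSO neutral wells and GW8510 at 20 µM as positive.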
# KCNK9 block – inhibitors of human KCNK9 two-pore domain potassium channel. Q9NPC2. HEK293 KCNK9, FluxOR thallium flux fluorescence; stronger effect = lower value. B-score at 10 µM. 1.2% of 310,000 active. AID 488922;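 active = ratio B-score over 3 SD below the library mean, with starting fluorescence within 5 SD of its mean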;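 note: negative B-score means less thallium flux so channel inhibition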
# RGS4 act – RGS4 potentiation or activation | 0.92% of 310,000 active | HEK293 M3R/inducible RGS4, carbachol calcium flux Fluo4; stronger effect = lower value | B-score at 10 µM | AID 463111;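 active = B-score of the integrated calcium signal more than 4 SD below the library mean, with starting fluorescence not abnormally high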;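 note: negative B-score means reduced calcium response which marks RGS4 activation or potentiation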
#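 Test system: HEK293 cells with stable M3R and inducible RGS4; also added: carbachol at ECmax as muscarinic agonist stimulus; schedule: dye loading 30 min 37 °C, buffer rest 30 min RT; technique: kinetic calcium fluorescence imaging with Fluo4-AM dye, 2 µM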
# * marks the source's active call; other numbers are inactive results; i = inactive; ? = inconclusive; . = no result given. This is a subset; count on the stated rates, not on these rows.
entry	SMILES	KCNK3 inh	KCNQ1 act	hERG rescue	GSK3 alpha inh	DYRK1A inh	KCNQ1 block	HDAC3 inhib	PolyA inhibitor	GSK3B inh	KCNK9 block	RGS4 act
1	O=C(Nc1ccccc1)c1cccc(N2CCCC2=O)c1	i	i	-4.6	0.3	0.2	i	0.9	i	-13.4	i	i
2	N#Cc1nc(-c2ccc(F)cc2)oc1NCc1cccc2c1OCO2	i	i	-2.5	-2.2	0.5	i	3.0	.	-0.2	i	i
3	O=C(C1CCC(C(=O)N2CCCCC2)CC1)N1CCCCC1 (centres undefined)	i	i	-17.1	-1.4	-1.0	i	0.6	i	2.6	i	i
4	CCOc1ccc(CN2CCN(Cc3cccn3-c3ncccn3)CC2CCO)cc1 (centres undefined)	i	i	-12.6	-4.3	-9.3	i	-8.9	i	1.0	i	i
5	CCOC(=O)C1CCN(C(=O)Nc2cc(Cl)cc(Cl)c2)CC1	-9.93*	i	-3.2	2.3	-3.7	i	2.2	i	3.7	i	i
6	CC(=O)CC(c1ccccc1)S(=O)(=O)c1ccc([N+](=O)[O-])cc1 (centres undefined)	i	i	-8.1	-2.1	-1.8	i	-4.1	i	-4.6	i	i
7	O=C(NC(=O)c1cnccc1C(F)(F)F)Nc1ccccc1	i	i	-2.1	-0.8	1.3	i	-1.7	i	3.2	i	i
8	Cc1cc(C)n(-c2ccc(Cl)c(C(=O)O)c2)n1	i	i	-8.8	-4.1	-3.0	i	0.8	i	-2.4	i	i
9	O=C(Nc1ccc(O)cc1)/C(=C/c1ccco1)NC(=O)c1ccccc1	i	i	-9.7	-0.8	-2.0	i	3.5	i	-2.7	i	i
10	CCCCCCCOC(=O)c1nc(Cl)c(Cl)c(N)c1Cl	i	i	-6.1	-4.7	9.8	i	-2.2	i	-0.3	i	i
11	Cc1ccc(NC(=O)c2cc(N3C(=O)CCC3=O)ccc2N2CCCCC2)cc1	i	i	-8.4	-4.3	-1.8	i	3.7	i	-0.9	i	i
12	COc1cc(Nc2cc(C)nc3ncnn23)cc(OC)c1	i	i	-14.1	2.5	-2.0	i	-0.7	i	2.3	i	i
13	CCNC(=O)/C(C#N)=C/c1c(N2CCN(c3ccccc3)CC2)nc2ccccn2c1=O	i	i	-7.8	-3.4	-1.1	i	-26.0	i	6.6	i	i
14	CCCN(CC(=O)Nc1ccccc1OC)Cc1c(O)ccc2ccccc12	i	i	-1.6	0.2	-4.7	i	-5.1	i	3.4	i	i
15	CCOc1ccc(C(=O)Nc2ccc(N3CCN(C)CC3)cc2)cc1[N+](=O)[O-]	i	i	-7.3	-3.5	-1.9	i	-5.1	i	2.2	i	i
16	COc1cccc(OC)c1C(=O)N1CCOCC1	i	i	-3.1	2.8	-5.9	i	-2.6	i	-0.5	i	i
17	O/N=C/c1nc2cc(Cl)ccc2o1	i	i	-7.5	-1.8	.	i	-8.0	i	0.1	i	i
18	O=C(NC1CCCCC1)C1CCC(=O)N(C2CC2)C1 (centres undefined)	i	i	-1.0	-4.4	6.7	i	-3.0	i	0.9	i	i
19	O=C(O)c1cc(-c2ccc(O)cc2)on1	i	i	-5.4	0.5	4.7	i	4.1	i	-3.8	i	i
20	CC1(C(=O)O)C=CC2(CCCCC2)N1C(=O)c1ccccc1 (centres undefined)	i	i	-7.5	-2.0	-3.9	i	0.5	i	2.3	i	i
21	COc1cccc(-c2nnc(SCC(=O)N3CCOCC3)o2)c1	i	i	1.0	-1.3	3.0	i	2.1	.	-25.7	i	i
22	COc1ccccc1CNS(=O)(=O)c1ccc2c(c1)N(C(C)=O)CC(C)S2 (centres undefined)	i	i	-8.3	-1.1	1.9	i	6.7	i	2.6	i	i
23	CCCOc1ccc(/C(O)=C2/C(=O)C(=O)N(CCCn3ccnc3)C2c2cccnc2)cc1 (centres undefined)	i	i	-11.5	-3.4	.	i	2.6	i	0.5	i	i
24	CC(C)C(=O)NC(=S)/C=C1/N(C)c2ccccc2C1(C)C	i	i	-18.9	.	.	i	2.4	i	.	i	i
25	COc1ccc(S(=O)(=O)Nc2c(C(=O)O)[nH]c3ccc(OC)cc23)c(OC)c1	i	i	-11.6	44.0	29.2	i	1.3	i	-37.1	i	i
26	COc1ccc(N2CCN(c3ncnc4c3nnn4Cc3ccccc3Cl)CC2)cc1	i	i	-9.8	-0.8	-10.3	i	6.4	i	0.9	i	i
27	COc1ccc(S(=O)(=O)N2CCN(c3ccccc3OC)CC2)cc1C(=O)N1CCCCC1	i	i	-11.4	-0.1	0.7	i	-2.5	i	-1.5	i	i
28	CC1CCN(CC(O)Cn2c3ccccc3c3ccccc32)CC1 (centres undefined)	i	i	1.8	0.6	.	i	-0.7	i	0.3	i	i
29	CN(N)C(=S)Nc1ccc(F)cc1	i	i	-9.3	-0.4	0.5	i	-6.4	i	-0.2	i	i
30	CCCCn1c(N)c(N(CCOC)C(=O)c2ccc(S(=O)(=O)N3CCC(C)CC3)cc2)c(=O)[nH]c1=O	i	i	-15.2	2.8	8.5	i	1.8	i	-0.5	i	i
31	Cc1nn(-c2ccc(N3CCOCC3)nn2)c(C)c1CCC(=O)NCc1ccccc1F	i	i	-4.7	0.2	-6.1	i	-3.5	i	-1.6	i	i
32	C=CCNC(=O)C1CC(=O)N(c2ccc(OCC(=O)NCc3ccccc3)cc2)C1 (centres undefined)	i	i	-3.0	-3.3	-4.0	i	7.3	i	0.4	i	i
33	CCn1cc(C(=O)N[C@@H](C)C(=O)NCCCN2CCOCC2)c(=O)c2cc3c(cc21)OCO3	i	i	-3.4	1.4	4.0	i	0.9	i	16.8	i	i
34	CN(CC1CCN(CCc2cccc(C(F)(F)F)c2)CC1)C(=O)c1ccccc1	i	i	-11.8	0.2	3.9	i	-6.3	i	4.6	i	i
35	COc1c(O)cccc1[C@H](O)C1CCN(CCc2ccc(F)cc2)CC1	i	i	-1.9	-2.2	6.3	i	0.3	i	3.2	i	i
36	CCOC(=O)N1CCN(C(=O)C2CCCN(S(=O)(=O)c3c(C)cc(C)cc3C)C2)CC1 (centres undefined)	i	i	-12.9	0.3	8.5	i	0.9	i	0.8	i	i
37	Cn1c(=O)c2c(ncn2CC(=O)OCC(=O)NC(c2ccccc2)c2ccccc2)n(C)c1=O	i	i	-11.2	-1.3	-1.2	i	-3.8	i	1.7	i	i
38	CC(=O)Nc1nc(CCC(C)C)cc2c1c(=O)oc1ccccc12	i	i	-4.3	-1.2	0.4	i	?	i	0.5	i	i
39	O=C(CC1C(=O)NCCN1Cc1ccccc1C(F)(F)F)NC1CCC1 (centres undefined)	i	i	-4.5	2.9	-3.2	i	-1.6	i	1.1	i	i
40	CCN=c1sc(C(=O)Nc2ccccc2)c(C)n1CC	i	i	0.3	-0.9	.	i	-5.6	i	-0.9	i	i
41	Cc1cccc(NC(=O)CCN2CCOCC2)c1	i	i	-9.5	-2.5	-4.0	i	1.9	i	-1.2	i	i
42	CCN1C(=O)[C@H]2[C@@H](c3ccc(C)cc3)N3C(=O)N(c4cccc(Br)c4)C(=O)[C@@]3(CC(C)C)[C@H]2C1=O	i	i	-5.7	1.1	17.1	i	1.7	i	-3.3	i	i
43	Clc1cccc(Cl)c1C[n+]1cccc2ccccc21	i	i	-7.6	-0.7	1.1	i	?	i	-0.6	i	i
44	CCN1C=CC2=C(C#N)C(N)C(C#N)(C#N)C(c3ccccc3C(F)(F)F)C2C1 (centres undefined)	i	i	-10.2	2.4	-1.2	i	-13.3	i	5.0	i	i
45	COc1ccc(S(=O)(=O)Nc2cc3c4c(c2)CCC(=O)N4CCC3)cc1C	i	i	-11.0	-0.6	-7.0	i	-0.7	i	2.5	i	i
46	CCCCC(=O)N/N=C(/C)C1=C(C)C(C)(C)OC1=O	i	i	-3.7	0.9	3.4	i	0.5	i	1.1	i	i
47	COc1ccccc1OCC(=O)N1CCCC(Nc2ccc(C)c(C)c2)C1 (centres undefined)	i	i	-11.6	0.1	-1.3	i	1.0	i	0.6	i	i
48	COc1ccc(CCNS(=O)(=O)c2ccc3c(c2)NC(=O)CCS3)cc1OC	i	i	-3.3	-1.6	1.5	i	1.9	i	1.1	i	i
49	O=C(Nc1cccc2cccnc12)c1ccc(Br)o1	i	i	-7.7	5.5	25.1	i	?	i	-2.1	i	i
50	CCc1c(C)nc2ncnn2c1N1CCCC(C(=O)Nc2cc(F)ccc2C)C1 (centres undefined)	i	i	-4.5	-0.6	1.1	i	0.6	i	0.0	i	i
51	CC(=O)c1ccc(S(=O)(=O)N2CCN(C)CC2)cc1	i	i	-11.9	-1.3	8.2	i	4.2	i	5.0	i	i
52	CCc1nnc(NC(=O)c2cnccn2)s1	i	i	-6.9	-2.3	-9.9	i	3.7	i	-2.2	i	i
53	Fc1cccc(Cl)c1CNCc1cccnc1	i	i	-9.3	0.9	-4.7	i	1.5	i	2.3	i	i
54	O=C(Nc1ccc(Cl)cn1)c1ccc(Br)c(S(=O)(=O)N2CCCCC2)c1	i	i	-5.3	0.9	-3.5	i	0.7	i	-4.0	-7.44*	i
55	COc1cc2c(C(=O)NCCCN3CC(C)CC(C)C3)cn(CC(C)C)c(=O)c2cc1OC (centres undefined)	i	i	-11.0	-0.1	-7.4	i	0.4	i	-2.1	i	i
56	CCN(CC)CCNC(=O)Cn1nc(-c2ccccc2)c2ccccc2c1=O	i	i	-3.2	-1.4	-7.8	i	-1.2	i	-0.7	i	i
57	O=C(O)c1cccc(Nc2nc(-c3ccccc3)nc3ccccc23)c1	i	i	-14.5	2.5	12.5	i	-8.4	i	0.7	i	i
58	CCn1c(C)nc2c(=O)oc3ccccc3c21	i	i	-11.5	5.1	22.4	i	0.2	i	-7.8	i	i
59	CC(C)c1ccc(OCC(=O)N(Cc2ccccc2)c2ccccn2)cc1	i	i	-7.7	-0.6	-1.1	i	?	i	1.6	i	i
60	Cc1noc(C)c1COc1cccc(C(=O)OCCOc2ccc(F)cc2)c1	-14.3*	i	-7.9	-3.6	-8.4	i	9.6	i	2.7	i	i
